Pin1 inhibitor: blocks the human prolyl isomerase Pin1 | 0.009% of 390,000 active | AID 504891 | Pin1 FP peptide displacement, HiFluor488, 10 min | Q13526 | Potency, µM (series often up to 115 µM), inactives show at the highest dose activity, negative = inhibition, actives largely listed as inhibitors; active means well fitted inhibition curve with a large enough effect in the polarisation, with a control signal flat, not every such curve was filed as active; inconclusive means small, poorly fitted or top-dose-only effect, or effect the other way, or a change in a side signal; inactive means no such curve, though single readings can be large or run the other way; the % refers to the polarisation; further: potency means the concentration at half of the fitted maximal effect; on the % scale 0 is the no-effect control and ±100 the full control effect
Target sequence (Q13526 whole entry, looked up): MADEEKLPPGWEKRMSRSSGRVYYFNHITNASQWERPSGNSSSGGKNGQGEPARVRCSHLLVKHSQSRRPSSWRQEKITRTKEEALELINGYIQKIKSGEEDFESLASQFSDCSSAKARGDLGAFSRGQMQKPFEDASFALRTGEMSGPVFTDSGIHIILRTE
Tb PGK inh: T. brucei PGK inhibition. P07378. PGK/GAPDH coupled, Kinase-Glo luminescence, 60 min. Potency, µM (doses to about 57.5 µM), for the others: top-dose activity change, negative = inhibition, actives largely listed as inhibitors. 0.043% of 380,000 active. AID 602233; further: potency means the concentration at half of the fitted maximal effect; on the % scale 0 is the no-effect control and ±100 the full control effect; nearly all actives have a fitted effect of over 60% in size
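Luminescent ATP detection (Kinase-Glo Plus) follows a 60-minute room-temperature incubation, with wells lacking PGK as controls. Buffer: 100 mM TEA (pH 7.6), 5 mM MgCl2, 0.01% Tween-20. Coupling enzyme GAPDH (100 nM final) supplies unstable 1,3-BPG in-well.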
JMJD2A Tudor inh: blocks the human JMJD2A Tudor domain. AlphaScreen JMJD2A-Tudor / H3K4me3 peptide binding. Potency, µM (doses to about 114 µM), for inactives: top-dose activity change, negative = inhibition, hits mostly inhibitors. 4.4% of 390,000 active. AID 504339; further: potency means the concentration at half of the fitted maximal effect; on the % scale 0 is the no-effect control and ±100 the full control effect; nearly all actives have a fitted effect of over 50% in size
Pol eta inh: blocks human DNA polymerase eta activity; Q9Y253; recombinant Pol eta, fluorescent DNA replication assay; Potency, µM (titrated, usually from 114 µM), for the others: at the highest dose activity change, negative = inhibition, usual class: inhibitors; 1.2% of 390,000 active; AID 588591; further: potency means the concentration at half of the fitted maximal effect; on the % scale 0 is the no-effect control and ±100 the full control effect
Target sequence (Q9Y253 whole entry, looked up): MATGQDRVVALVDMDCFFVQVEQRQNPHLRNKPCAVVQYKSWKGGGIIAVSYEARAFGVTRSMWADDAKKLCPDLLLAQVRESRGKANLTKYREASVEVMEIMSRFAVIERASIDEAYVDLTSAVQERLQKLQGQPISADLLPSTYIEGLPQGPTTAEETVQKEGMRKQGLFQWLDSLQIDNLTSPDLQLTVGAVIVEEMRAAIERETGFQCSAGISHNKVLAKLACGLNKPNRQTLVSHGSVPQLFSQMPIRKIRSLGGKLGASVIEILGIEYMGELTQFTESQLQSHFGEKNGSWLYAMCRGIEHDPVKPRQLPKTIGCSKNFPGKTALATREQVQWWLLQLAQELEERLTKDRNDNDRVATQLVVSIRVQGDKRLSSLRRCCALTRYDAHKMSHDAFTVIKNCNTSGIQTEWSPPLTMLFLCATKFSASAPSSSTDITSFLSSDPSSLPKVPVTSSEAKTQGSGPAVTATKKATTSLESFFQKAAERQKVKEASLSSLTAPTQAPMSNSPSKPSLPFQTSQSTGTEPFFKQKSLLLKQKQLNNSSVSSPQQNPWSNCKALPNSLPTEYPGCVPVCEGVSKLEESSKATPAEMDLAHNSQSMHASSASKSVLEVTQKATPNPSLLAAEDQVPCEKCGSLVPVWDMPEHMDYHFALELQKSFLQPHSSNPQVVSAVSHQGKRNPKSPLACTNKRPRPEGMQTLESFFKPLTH
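Fluorescent replication assay: 50 nM final substrate added after a 15 min room-temperature compound preincubation with 10 nM enzyme. Signal taken at 0 min and again at 10 min.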
GLS inh: glutaminase GLS (human) inhibition | O94925 | GLS enzymatic activity, qHTS titration | Potency, µM (series often up to 45.5 µM), inactives show at the top dose activity change, negative = inhibition, actives largely listed as inhibitors | 0.21% of 410,000 active; further: potency means the concentration at half of the fitted maximal effect; on the % scale 0 is the no-effect control and ±100 the full control effect
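hKGA in 45 mM KH2PO4 (pH 8.2), 0.02% Tween-20 with compound, then 1mM L-Glutamine (stock as added) plus glutamate oxidase/HRP/Amplex red coupling mix. Fluorescence read initially and after 30 min at RT; signal change reflects glutamate formation.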
BAZ2B block: BAZ2B (human) inhibition | AlphaScreen BAZ2B-H3K14Ac peptide displacement | Potency, µM (top dose mostly 114 µM), without a hit: at the top dose activity change, negative = inhibition, usual class: inhibitors | 4.4% of 360,000 active | AID 504333; further: potency means the concentration at half of the fitted maximal effect; on the % scale 0 is the no-effect control and ±100 the full control effect; nearly all actives have a fitted effect of over 60% in size
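AlphaScreen displacement: compounds (up to 110uM) incubated 30 min at room temperature with a preformed 50 nM BAZ2B/50 nM biotinylated H3K14Ac peptide complex in PBS pH 7.4 with Tween-20. Donor and acceptor beads at 10 ug/mL final added, 20 min light-protected before reading.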
HP1b chromo inh: blocks HP1-beta chromodomain binding to methylated histone tails | P83916 | AlphaScreen HP1-beta / biotin-H3K9me3 peptide binding | Potency, µM (highest dose often 114 µM), without a hit: at the top dose activity change, negative = inhibition, most hits filed as inhibitors | 0.56% of 390,000 active; further: potency means the concentration at half of the fitted maximal effect; nearly all actives have a fitted effect of over 70% in size; inactives centre near 23
Target sequence (P83916 whole entry, looked up): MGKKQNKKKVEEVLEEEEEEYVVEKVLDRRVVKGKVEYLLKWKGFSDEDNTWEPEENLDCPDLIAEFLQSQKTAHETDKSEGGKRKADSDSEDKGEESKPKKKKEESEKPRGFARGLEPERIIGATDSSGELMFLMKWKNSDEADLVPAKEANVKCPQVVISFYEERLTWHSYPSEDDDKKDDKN
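HP1-beta protein (50 nM final) preincubated 30 min at room temperature with biotinylated H3(1-18)K9me3 peptide (50 nM) in PBS pH 7.4, 0.01% Tween-20, then compound added for 30 min. AlphaScreen streptavidin donor/nickel chelate acceptor beads (10 ug/mL final), 30 min dark, luminescence read.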
G9a block: inhibitors of human histone lysine methyltransferase G9a. Potency, µM (titrated, usually from 102 µM), for the others: at the top dose activity, negative = inhibition, most hits filed as inhibitors. G9a H3K9 monomethylation, AlphaScreen, 2 h. 8.8% of 350,000 active; further: potency means the concentration at half of the fitted maximal effect; on the % scale 0 is the no-effect control and ±100 the full control effect; nearly all actives have a fitted effect of over 75% in size
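G9a (20 nM) preincubated 15 min RT with compounds, then 500 nM biotinylated H3K9 peptide and 20 uM SAM added; 2 h RT reaction. Monomethyl-H3K9 product detected by AlphaScreen with anti-H3K9me1 antibody, streptavidin donor and anti-rabbit IgG acceptor beads.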
PI4K2A inh: blocks human PI4K2A kinase activity; 0.13% of 420,000 active; Q9BTU6; purified PI4K2A, ADP-Glo luminescence, 1 h; hits give low values; activity change, negative = inhibition, % at 76.9 µM; AID 1346378; in the data active means activity change below about -50%; inconclusive means mostly about -30% to -49%;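 further: -100% = wells without enzyme as full effect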
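In this quantitative HTS, ADP production by PI4K2A was quantified luminescently after 1 h at ambient temperature; 100 microM adenosine served as plate-quality control.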
An asterisk follows results filed as active; i = inactive; ? = inconclusive; · = no result given; [ ] = remark or other dose. Unless noted, the call rests on the fitted dose curve; in most records, active means well fitted curve in the direction sought with a large enough effect; inconclusive means small, poorly fitted or top-dose-only effect, or another doubt; inactive means no such curve, though single readings can be large; an effect the other way counts as inactive or inconclusive. This is a subset; count on the stated rates, not on these rows.

The line under a structure holds: Pin1 inhibitor	Tb PGK inh	JMJD2A Tudor inh	Pol eta inh	GLS inh	BAZ2B block	HP1b chromo inh	G9a block	PI4K2A inh
COc1ccc(N2CCN(C(=S)Nc3ccc(F)cc3)CC2)cc1
→ 11.8%	-0.9%	-8.4%	5.2%	11.9%	-0.8%	12.9%	-1.0%[0.501 µM]	2.3
COc1ccc(C(=O)CN2C(=O)N(c3cc(C)ccc3C)S(=O)(=O)c3ccccc32)cc1
→ 8.7%	6.1%	-7.7%	-8.1%	1.9%	-2.8%	26.1%	2.7%[59 µM]	-0.9
COCCCNC(=O)CCn1c(=O)c2ccccc2n(CC(=O)NCCC2=CCCCC2)c1=O
→ 0.3%	-6.3%	7.0%	-3.8%	-2.7%	19.6%	45.1%[activator]	95.8%[activator]	-1.9
O=C(NCCCN1CCOCC1)C(=O)NCC1OCCN1S(=O)(=O)c1ccc(Br)cc1 (stereo not given)
→ -11.4%	-11.1%	-14.5%	-13.5%	1.1%	-2.8%	21.7%	7.5%	-3.2
COc1ccccc1NC(=O)CSc1ncc2c(n1)-c1cc(Cl)ccc1N(C)S2(=O)=O
→ 45.1%[activator]	-9.2%	-9.7%	-8.1%	0.0%	-1.3%	15.5%	0.4%[59 µM]	-0.8
CCc1ccc(Oc2coc3cc(OCC(=O)Nc4cc(C)ccc4C)ccc3c2=O)cc1
→ 2.1%	-0.5%	7.7%	-7.6%	-0.4%	2.6%	28.1%	-15.9%	2.7
Cc1ccc2[nH]c(=O)c(CN(C)C(=O)c3ccccn3)cc2c1
→ -8.1%	-4.2%	10.8%	-17.1%	-7.3%	-3.2%	20.0%	-11.5%[12.7 µM]	1.4
COc1ccc2[nH]c(=O)c(C(c3nnnn3CC3CCCO3)N3CCc4ccccc4C3)cc2c1 (stereo not given)
→ -4.7%	1.4%	-15.7%	-12.8%	-5.6%	-38.6%	38.1%	?	2.6
Oc1ccccc1C(=S)N1CCCC1
→ -3.2%	-8.6%	-2.0%	-0.8%	25.5%	5.3%	-16.4%	14.3%[0.501 µM]	-2.1
CCOC(=O)c1c(N)sc(-c2ccccc2)c1C
→ -3.7%	-8.3%[11.5 µM]	?	-0.1%	-21.6%	-35.9%	?	8.91µM*	2.4
CCOC(=O)C1CCN(S(=O)(=O)c2c(C)[nH]c(C)c2C(=O)N2CCCC2)CC1
→ 1.8%	i	-14.2%	10.7%	-24.7%	-18.8%	41.8%[activator]	3.4%	-2.6
O=C(CCc1nc(-c2ccc(Cl)cc2)no1)NC1CCCCC1
→ 10.7%	0.0%	1.4%	-21.7%	-5.6%	0.2%	41.4%[activator]	-82.0%	1.5
S=C1CCSc2ccc(Cl)cc2N1
→ 7.7%	6.1%	-4.8%	-5.7%	-3.9%	-1.4%	38.0%	5.5%[59 µM]	-2.5
Cc1ccccc1C(=O)N/N=C/c1ccccn1
→ -0.9%	-11.4%	?	-7.4%	5.2%	4.0%	5.1%	-3.4%	-0.7
O=C(C(=O)N1CCN(c2ccc(F)cc2)CC1)c1c[nH]c2ccccc12
→ -1.9%	-0.7%	-7.5%	8.3%	4.6%	?	19.5%	?	2.5

The list continues:
The line under a structure holds: Pin1 inhibitor	Tb PGK inh	JMJD2A Tudor inh	Pol eta inh	GLS inh	BAZ2B block	HP1b chromo inh	G9a block	PI4K2A inh
COc1ccccc1C(=O)Nc1ccc(NC(=O)c2ccco2)cn1
→ -1.4%	i	-16.6%	-2.0%	0.4%	1.7%	-2.3%	12.4%	2.2
Nc1nc(SCC(=O)NCCOCCO)nc2sc3c(c12)CCCC3
→ 2.0%	-0.3%	-7.4%[57.1 µM]	-14.7%	-10.8%	-2.7%	46.5%[activator]	-9.3%	1.5
O=C(CN1C(=O)c2cccnc2Oc2ccc(Cl)cc21)Nc1ccccc1F
→ 25.9%	-1.1%	-21.1%	-5.9%	2.2%	2.4%	23.9%	·	-3.6
Nc1ccc(C(=O)OCc2nc3c(ccc4ccccc43)[nH]2)cc1
→ ?	-8.9%	-30.0%	-10.5%	11.2%	-0.2%	4.0%	6.3%[59 µM]	4.7
O=C(NCCCn1ccnc1)c1ccc(Cl)s1
→ 4.0%	i	-14.4%	-2.9%	2.5%	-10.4%	28.0%	84.7%[activator]	-1.6
Cc1ccc2nc(C)cc(N/N=C/c3cccnc3)c2c1
→ -1.4%	-4.9%	-27.8%	-18.0%	0.0%	-13.8%	11.4%	3.3%	7.0
O=S1(=O)CCN2C=C(Cl)C=C(Cl)C2=N1
→ -7.2%	-11.1%	-3.5%	-14.2%	-4.5%	-13.5%	52.2%[activator]	2.7%	5.0
S=C(Nc1ccc2nc(-c3ccccn3)c(-c3ccccn3)nc2c1)N1CCCCC1
→ ?	-8.9%	3.5%	-17.6%	1.1%	-18.0%	67.1%[activator]	-3.9%	?
Cn1cc(CCNC(=O)c2ccc3nc(Cc4ccccc4F)oc3c2)cn1
→ -2.2%	-1.0%	0.0%	-15.6%	-3.1%	-10.6%	32.2%	-11.2%	-6.2
CCOc1ccc(S(=O)(=O)Nc2cc(NS(=O)(=O)c3ccc(OCC)cc3)cc(C(=O)O)c2)cc1
→ ?	-12.7%	?	25.1µM*	-5.5%	·	-0.7%	·	-1.5
CC1=NN(Cc2cc(C(C)(C)C)c(O)c(C(C)(C)C)c2)C(=O)C1
→ -0.9%	-8.8%	-21.9%	-5.7%	20.0%	-6.8%	40.6%[activator]	·	-6.9
Cc1ccc(C)c(S(=O)(=O)NCc2ccc(C(=O)N3CCCCC3C)cc2)c1 (stereo not given)
→ -3.1%	-6.3%	-9.9%	-13.6%	2.2%	-0.9%	1.8%	12.4%	-0.7
CCN1CCN(C(=O)CCc2nnc3ccc(N4CCC5(CC4)OCCO5)nn23)CC1
→ -3.7%	i	-3.1%	-5.2%	0.0%	-10.9%[57.1 µM]	33.0%	?	-0.6
Nc1nc(SCC(=O)Nc2ccccc2Oc2ccccc2)n[nH]1
→ -3.6%	-4.3%	-18.6%	-7.8%	19.4%	-0.7%	17.7%	-2.6%[59 µM]	-1.0
O=C(NCCN1CCOCC1)c1c[nH]c2ccc(S(=O)(=O)N3CCOCC3)cc2c1=O
→ 0.0%	1.4%	?	6.1%	9.7%	-2.4%	18.6%	-0.6%	-0.4

(listing goes on)
The line under a structure holds: Pin1 inhibitor	Tb PGK inh	JMJD2A Tudor inh	Pol eta inh	GLS inh	BAZ2B block	HP1b chromo inh	G9a block	PI4K2A inh
O=C(/C=C/c1ccc(Cl)cc1)N1CCN(Cc2ccccc2)CC1
→ 15.6%	-0.4%	-19.2%	-2.1%	5.4%	-19.0%	16.1%	-4.9%	7.0
O=[N+]([O-])c1cccc(CN2CCN(c3ncccn3)CC2)c1
→ -1.7%	-10.0%	2.24µM*	-18.5%	-4.3%	?	?	11.2µM*	-0.9
COc1cccc(CC2(CO)CCCN(Cc3nc(-c4cccs4)oc3C)C2)c1 (stereo not given)
→ 16.8%	1.5%	-34.8%	-21.6%	4.7%	-24.3%	26.3%	-22.2%	-2.1
O=C(c1ccc2c(c1)N(Cc1ccccc1)C(=O)c1ccccc1S2(=O)=O)N1CCN(c2ccccn2)CC1
→ 9.9%	·	-14.8%	·	3.2%	-20.1%	30.9%	-5.5%[59 µM]	2.9
COc1ccc(CCNC(=O)CCCc2ccccc2)cc1OC
→ 1.8%	-1.3%	-16.7%	-22.3%	-8.6%	1.6%	12.0%	11.4%	2.4
Cc1nnc(NC(=O)c2ccc3c(c2)OCO3)s1
→ 0.4%	-1.8%	0.3%	11.7%	0.0%	-1.0%	23.8%	-2.0%	5.4
CCCC(=O)NCC(c1ccc2c(c1)OCO2)N1CCN(c2ccccc2)CC1 (stereo not given)
→ -9.1%	-7.9%	-10.0%	-25.9%	16.2%	5.2%	29.7%[57 µM]	-4.1%[59 µM]	-1.4
COc1ccc(-n2c(C)c(C)c3c(NCCCO)ncnc32)cc1
→ -0.3%	-7.7%	-27.5%	-2.2%	-8.8%	?	-8.9%	-13.0%	-2.0
CCOC(=O)C1CCN(C(=O)c2ccccc2CCc2ccccc2)CC1
→ 0.3%	-8.0%	10.3%	-29.2%	-3.3%	3.3%	66.6%[activator]	13.8%	4.8
Cc1c(C(=O)NN)nn(-c2ccc(F)cc2)c(=O)c1C#N
→ 0.7%	-4.0%	-11.2%	-9.4%	7.7%	-0.2%	43.5%[activator]	-17.7%	-3.0
O=C1COc2ccc(-c3cc(-c4ccc(Cl)cc4)c4c(n3)-c3ccccc3OC4)cc2N1
→ -6.0%	5.1%	-4.9%	-9.6%	10.7%	-17.8%	38.2%	-6.6%[59 µM]	4.6
O=C(NC1CCSc2ccccc21)c1cc(S(=O)(=O)N2CCOCC2)ccc1Cl (stereo not given)
→ -4.7%	-7.3%	-15.8%	-9.8%	0.7%	-2.6%	12.8%	13.7%[2.33 µM]	6.2
Cc1nn(Cc2noc(C(=O)NCCCn3ccnc3)n2)c(C)c1Br
→ -10.6%	-6.1%	-12.9%	-21.8%	0.3%	-25.6%	21.2%	10.9%	7.8
Cc1ccc(C(=O)NC(c2ccccc2)C(Cl)Cl)cc1 (stereo not given)
→ -6.2%	1.2%	5.1%	-19.4%	2.9%	-0.9%	45.8%[activator]	50.1µM*	-0.7

Entries shown so far that contain bromine, in the order listed:
The line under a structure holds: Pin1 inhibitor	Tb PGK inh	JMJD2A Tudor inh	Pol eta inh	GLS inh	BAZ2B block	HP1b chromo inh	G9a block	PI4K2A inh
O=C(NCCCN1CCOCC1)C(=O)NCC1OCCN1S(=O)(=O)c1ccc(Br)cc1 (stereo not given)
→ -11.4%	-11.1%	-14.5%	-13.5%	1.1%	-2.8%	21.7%	7.5%	-3.2
Cc1nn(Cc2noc(C(=O)NCCCn3ccnc3)n2)c(C)c1Br
→ -10.6%	-6.1%	-12.9%	-21.8%	0.3%	-25.6%	21.2%	10.9%	7.8
